S2 tox: reduces viability in counter-screen for ATXN expression inhibitors | S2 cells (HEK-293 line with an ATXN2-luciferase reporter) viability, CellTiter-Fluor protease fluorescence, 24 h | AID 651635 | Potency, µM (highest dose often 56.7 µM), usual class: cytotoxic | 400,000 tested, 0.49% active; further: potency means the concentration at half of the fitted maximal effect; nearly all actives have a fitted effect of over 40% in size
KB-3-1 cytotox: kills parental KB-3-1 adenocarcinoma cells. KB-3-1 viability, CellTiter-Glo ATP luminescence, 72 h. 400,000 tested, 1.4% active. AID 1347075. Potency, µM (series often up to 46.1 µM), for inactives: top-dose activity change, negative = cytotoxic, usual class: cytotoxic; further: potency means the concentration at half of the fitted maximal effect; on the % scale 0 is the no-effect control and ±100 the full control effect; nearly all actives have a fitted effect of over 60% in size
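Parental KB-3-1 viability, qHTS format: 72 h compound exposure, 37 °C; CellTiter-Glo; media-only wells and DMSO plates as controls; concentration-effect fits on corrected data.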
HT1080-NT tox: kills 2HG-producing HT-1080-NT fibrosarcoma cells | AID 686970 | 360,000 tested, 1.6% active | Potency, µM (highest dose often 46.1 µM), inactives show top-dose activity, negative = less viability, most hits filed as cytotoxic | HT-1080-NT fibrosarcoma viability, CellTiter-Glo ATP luminescence, 48 h;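 further: NT is the 2HG producing partner of a matched IDH1 knockdown line; potency means the concentration at half of the fitted maximal effect; 0% = DMSO-treated cells and -100% = media-only wells without cells; nearly all actives have a fitted effect of over 55% in size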
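Read-out is CellTiter-Glo luminescence after 10 minutes at room temperature, following 48 hours' compound treatment of HT-1080-NT cells (750 cells/well, RPMI, 5% FBS, 37 degrees C).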
KB-V1 MDR tox: KB-V1 MDR subline cytotoxicity | Potency, µM (top dose mostly 46.1 µM), without a hit: at the highest dose activity change, negative = cytotoxicity, hits mostly cytotoxic | 400,000 tested, 3.4% active | KB-V1 MDR cells viability, CellTiter-Glo, 72 h | AID 1347076; further: potency means the concentration at half of the fitted maximal effect; on the % scale 0 is the no-effect control and ±100 the full control effect; nearly all actives have a fitted effect of over 60% in size
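Potencies derive from concentration-effect curves fitted to normalized luminescence (CellTiter-Glo) of KB-V1 cells treated for 72 h at 37 degrees C in phenol-red-free DMEM containing 10% FBS.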
ATXN2 expr inh: ATXN2 expression inhibition; HEK-293 ATXN2-luciferase reporter, luminescence, 24 h; Potency, µM (top dose mostly 57 µM), without a hit: at the highest dose activity change, negative = inhibition, actives largely listed as inhibitors; 360,000 tested, 0.72% active; AID 1745845; further: potency means the concentration at half of the fitted maximal effect; on the % scale 0 is the no-effect control and ±100 the full control effect; nearly all actives have a fitted effect of over 55% in size
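qHTS (up to 57 uM final) was run with 24 h compound exposure of reporter cells at 37 °C. Each well was multiplexed: SteadyGlo luminescence measured ATXN2-luciferase expression after a fluorogenic Gly-Phe-AFC viability readout (25 uM final).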
IL1B secr inh: inhibitors of inflammasome signaling (IL-1 beta secretion) | THP-1 LPS/ATP IL-1B secretion, AlphaLISA, 16 h; stronger effect = lower value | activity change, % at 57.5 µM | 360,000 tested, 4.7% active | AID 743279; in the data active means activity change below about -50%; inconclusive means mostly about -30% to -49%; further: on the % scale 0 is the no-effect control and ±100 the full control effect
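THP-1 cells pretreated 1 hr with compounds (up to 57.5 uM final), then stimulated with LPS (250 ng/mL final) plus ATP (1.25 mM final); secreted IL-1B measured by AlphaLISA after 16 hr, decreased signal indicating inhibition.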
SW480 rerep: inducers of DNA re-replication in SW480 colon cancer cells. SW480 DNA re-replication, Hoechst DNA content imaging, 48 h. AID 624297. 340,000 tested, 1.8% active. Potency, µM (top dose mostly 46.1 µM), inactives show at the highest dose re-replication activation, hits mostly activators; further: potency means the concentration at half of the fitted maximal effect; % of control where 0% means no effect; nearly all actives have a fitted effect of over 55% in size
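Treated cells incubate 48 hr (37 C, 5% CO2), are stained 40 min with Hoechst, and nuclear fluorescence is enumerated; a rise in nuclei with high DNA signal marks re-replication.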
HT1080 IDH1KD tx: HT-1080 IDH1 knockdown cell toxicity (counter line) | HT-1080 IDH1 knockdown viability, ATP luminescence, 48 h | Potency, µM (series often up to 46.1 µM), for the others: at the highest dose activity, negative = toxicity, actives largely listed as cytotoxic | 360,000 tested, 2% active | AID 686971;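 further: potency means the concentration at half of the fitted maximal effect; 0% = DMSO wells and -100% = cell-free medium wells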
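Luminescent ATP read-out (CellTiter-Glo, 10 min at room temperature) after 48 h compound exposure at 37 °C gave viability of IDH1-knockdown HT-1080 cells. Activity was normalised to DMSO and cell-free wells, then fitted as concentration-response curves.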
MCF10A rerep: inducers of DNA re-replication in MCF 10A breast cells; MCF 10A DNA re-replication, Hoechst nuclear intensity, 48 h; 350,000 tested, 2.9% active; Potency, µM (highest dose often 46.1 µM), without a hit: at the top dose activity, positive = re-replication, actives largely listed as activators; further: potency means the concentration at half of the fitted maximal effect; % of control where 0% means no effect; nearly all actives have a fitted effect of over 50% in size
* hit, by the source's call; i = inactive; ? = inconclusive; / = not tested or not shown; [ ] = another dose, or the depositor's remark. Unless noted, the call rests on the fitted dose curve; in most records, active means well fitted curve in the direction sought with a large enough effect; inconclusive means small, poorly fitted or top-dose-only effect, or another doubt; inactive means no such curve, though single readings can be large; an effect the other way counts as inactive or inconclusive.

Second line of a record: HT1080-NT tox, HT1080 IDH1KD tx, MCF10A rerep, S2 tox, KB-V1 MDR tox, IL1B secr inh, KB-3-1 cytotox, SW480 rerep, ATXN2 expr inh
> Clc1cccc(N2CCN(Cc3ccc(Br)o3)CC2)c1
    6%, 9%, 0%, i, 20%, 15, -2%, -39%, 82%[activator]
> CCCOc1ccc(N2C(=O)C3ON(c4ccccc4)C(c4ccc(O)c(OC)c4)C3C2=O)cc1 (stereo not drawn)
    -2%, -7%, ?, i, -1%, 10, 0%, ?, -2%
> Cc1ccc(-c2nnc(NC(=O)c3ccco3)s2)cc1
    25%, 17%, -15%, i, 0%, -3, 7%, -13%, 3%
> COCc1cccc(-c2csc(C(O)c3ccc(F)cc3)n2)c1 (stereo not drawn)
    -11%, -25%, /, i, 2%, -10, -1%, /, 14%
> CCn1nc(C)c2c(-c3ccccc3)cc(=O)n(C(C)C(=O)NCCC(C)C)c21 (stereo not drawn)
    /, /, /, i, -1%, /, 5%, /, -9%
> Cc1ccc(C)c(Oc2ccc(S(=O)(=O)N3CCN(C)CC3)cn2)c1
    -1%, -1%, 13%, i, -26%, 1, 12%, -4%, -2%
> NC(=O)CC(NC(=O)Cc1cccc2ccccc12)c1ccc(N2CCc3ccccc3C2)c([N+](=O)[O-])c1 (stereo not drawn)
    -27%, -18%, -52%[inhibitor], 35µM*, 20%, ?, ?, 6%[9.22 µM], ?
> Cc1ccc(COC(=O)CCCN=C2NS(=O)(=O)c3ccccc32)cc1
    0%, -3%, 2%, i, -1%, 15, -2%, -15%, -2%
> COc1ccc(CCNS(=O)(=O)c2cc3c4c(c2)CCN4C(=O)CC3)cc1
    5%, 0%, 8%, i, -23%, 8, -5%, -2%, 9%
> CCCNC(=O)C[C@@H]1CC[C@H]2NC[C@H](O)COC[C@@H]2O1
    11%, 19%, /, /, 10%, 27, -2%, /, /
> CC(C)Oc1ccc(NC(=O)CCC(=O)O)cc1
    4%, -2%, -1%, i, 2%, -1, 0%, -6%, -5%
> COc1cccc(NC(=O)CN2C(=O)NC(Cc3c[nH]c4ccccc34)C2=O)c1 (stereo not drawn)
    12%, 1%, 8%, i, 23%, -9, 12%, -6%, 2%
> CO/N=C/C(NC(=O)c1ccc(C(F)(F)F)cc1)C(=O)OC (stereo not drawn)
    ?, 9%, 0%, i, 0%, -11, 0%, -7%, -7%
> O=C(OCC(=O)N1CCc2ccccc2C1)c1cc(=O)[nH]c2ccccc12
    -4%, 1%, -2%, ?, 4%, 28, -1%, -6%, 23%
> COc1ccc(C(=O)NC2=C(C#N)CCC2)cc1OC
    0%, 0%, -2%, i, ?, -9, -9%, -1%, -18%
> CC(C)(C)c1cc(N)on1
    10%, 14%, 3%, i, -6%, 2, 9%, -2%, 4%
> Cc1cc(NC(=O)CSc2n[nH]c(CC(C)C)n2)no1
    21%, 20%, -6%, i, 19%, 13, 17%, -29%, 21%
> O=C(CSc1nc2c([nH]c3ccccc32)c(=O)n1-c1ccccc1F)Nc1cccc(C(F)(F)F)c1
    /, /, /, ?, ?, /, 15µM*, /, ?
> COCCOC(=O)c1c(C)oc2ccc(NS(=O)(=O)c3ccc(C)cc3)cc12
    19%, -7%, 16µM*, i, 8.2µM*, -10, -11%, -9%, /
> COC(=O)C1=C(C)N(C)C(C)=C(C(=O)OC)C1c1ccc(Cl)cc1
    3%, -8%, 17%, i, -6%, 2, ?, 2%, -9%
> C[C@@H]1CN([C@H](C)CO)C(=O)Cc2cc(NS(=O)(=O)c3cn(C)cn3)ccc2O[C@H]1CN(C)S(=O)(=O)c1ccc(Cl)cc1
    0%, 0%, 1%, i, 0%, 0, 0%, ?, 3%
> Cc1c(C(=O)N2CCN(S(C)(=O)=O)CC2)oc2ccccc12
    6%, 19%, 0%, i, 1%, 7, 1%, -1%, 9%
> CCOc1ccc(NC(=O)C(=O)NCCN2CCN(C(=O)c3ccc(C)cc3)CC2)cc1
    8%, 11%, -4%, i, -7%, -1, -2%, -8%, -11%
> Cc1csc(=O)n1CCC(=O)OCC(=O)NNC(=O)c1ccc(Cl)cc1
    -1%, -3%, 1%, i, 12%, -9, 0%, 0%, -2%
> CCc1nnc(N/N=C/c2cc(Br)c(O)cc2O)n1N
    ?, ?, 3%, i, -19%, 43, ?, 26%, -31%
> O=C(CCCOc1ccc(Cl)cc1Cl)N1CCc2ccccc2C1
    -26%, -27%, 3.3µM*, i, ?, -6, 0%, 2.6µM*, -10%
> Cc1n[nH]c(C)c1CS(=O)(=O)c1ccccc1
    -6%, -21%, -4%, i, 1%, -19, ?, -12%, ?
> O=C1CCCN1CCC(=O)N1CCCC(CO)(Cc2ccccc2)C1 (stereo not drawn)
    19%, 15%, 3%, i, 5%, 5, 1%, 20%, 44%[activator]
> O=C(N/N=C/c1ccc(N2CCOCC2)s1)c1ccc(NS(=O)(=O)c2cccs2)cc1
    0%, 1%, ?, ?, -4%, ?, 30%, 29%, /
> Cc1cc(/C=N/NC(=O)c2nn(C)cc2Cl)c(C)n1-c1cccc(Br)c1
    -5%, -15%, 6%, i, -20%, -4, ?, 2%, -1%
> CCOc1ncccc1C(=O)Nc1nnc(C2CC2)s1
    9%, 9%, -1%, i, ?, 20, ?, -7%, -13%
> CC(=O)Nc1ccc(S(=O)(=O)N(C)CC(=O)OCCOc2cccc(C)c2)cc1
    -2%, -8%, 11%, i, 4%, -27, -9%, -8%, -10%
> O=C(NCc1cccs1)C1CCCN1C(=O)Nc1ccccc1[N+](=O)[O-] (stereo not drawn)
    -7%, 0%, -10%, i, 3%, 11, -1%, 1%, -4%
> O=C(CSc1oc(-c2ccccc2)nc1S(=O)(=O)c1ccc(Cl)cc1)Nc1ccc(F)cc1
    /, /, /, i, ?, /, 5%, /, 8%
> CC1(C(=O)NS(=O)(=O)Cc2cccc(Cl)c2)CCN1C(=O)c1cccc(F)c1 (stereo not drawn)
    8%, 6%, /, i, 0%, 0, 0%, /, -7%
> CC(C)(C)C(=O)NNc1nc(-c2ccccc2)c2cc(Br)ccc2n1
    -6%, -25%, 5%, i, ?, -16, 0%, 0%, -2%
> Cc1cccc(NC(=O)[C@@H]2CCCN2S(=O)(=O)c2ccc(Cl)cc2)c1
    5%, 8%, 1%, i, -12%, 37, 4%, -4%, -16%
> COCC(=O)N1CCC(Oc2ccc(C(=O)N3CCN(C)C[C@@H]3C(C)C)cc2)CC1
    0%, -3%, 0%, i, 12%, 6, 3%, -7%, /
> Oc1cc(-c2cccnc2)cc2cccnc12
    /, /, 10µM*, ?, ?, /, ?, ?, ?
> Cn1c(=O)c2cc(NC(=O)Nc3ccccc3)ccc2n1Cc1ccccc1
    -28%, ?, /, ?, 3%, -18, -5%, /, -20%
> COC(=O)Nc1ccc(S(=O)(=O)Nc2ccc(C(=O)O)cc2)cc1
    17%, 23%, -4%, i, -2%, -6, 2%, -6%, 15%
> CCOCc1nc(N)[nH]c(=O)c1Cc1ccc(OC(C)C)cc1
    8%, 11%, -5%, i, 21%, 33, -11%, -7%, 1%
> Cc1ccccc1CCNC(=O)Cn1nc(C)c2c(C)n(-c3ccccc3)nc2c1=O
    18%, 5%, -1%, i, -1%, -13, -2%, ?, -15%
> CC1(C#N)c2ccccc2C(Br)=CN1C(=O)c1ccccc1 (stereo not drawn)
    -4%, 0%, ?, i, ?, -11, ?, ?, -23%
> O=C(C1CCCC1)N1CCCC(Nc2ccc(F)cc2)C1 (stereo not drawn)
    7%, 1%, -1%, i, -12%, -12, 2%, -4%, -7%
> COc1ccc(C2C=C(c3ccc(Cl)c(Cl)c3)Nc3ncnn32)cc1 (stereo not drawn)
    /, /, /, i, -21%, /, -8%, /, 24%
> Cc1ccc(C(=O)CSC2=C(C#N)C(c3ccco3)CC(=O)N2)c(C)c1 (stereo not drawn)
    ?, ?, 25%, i, 15µM*, -8, -19%, -3%, 25%
> COc1ccccc1C(=O)C(=O)c1ccccc1OC
    3%, -8%, -19%, i, -2%, 8, 8%, -6%, -8%
> Cn1ncc(Cl)c1C(=O)Nc1ccc2c(c1)OCO2
    22%, 23%, -35%[inhibitor], i, 27%, -12, 3%, -14%, 25%
> c1csc(-c2nn3c(C4CCCCC4)nnc3s2)c1
    0%, 6%, -3%, ?, ?, ?, 14%, -1%, /

Next section.
Second line of a record: HT1080-NT tox, HT1080 IDH1KD tx, MCF10A rerep, S2 tox, KB-V1 MDR tox, IL1B secr inh, KB-3-1 cytotox, SW480 rerep, ATXN2 expr inh
> CC1=C(C(=O)OCC2CCCCC2)C(c2ccc(Cl)cc2Cl)CC(=O)N1 (stereo not drawn)
    /, /, /, i, -9%, /, 13%, /, 6%
> CCOC(=O)c1ccc(NC(=O)C2CCN(S(=O)(=O)c3ccc(C)cc3)CC2)cc1
    /, /, /, i, 17%, /, -6%, /, 3%
> Oc1cccc2c(NC(=S)Nc3ccc(OC(F)F)cc3)cccc12
    -4%, -3%, 29%, i, 9%, 23, -7%, 17%, 20%
> CC(C)(C)c1ccc(S(=O)(=O)NC(=O)C2(C)CCN2C(=O)C2CC2)cc1 (stereo not drawn)
    ?, 10%, /, i, 2%, -27, 0%, /, 2%
> CN(CC(=O)Nc1ccc(Cl)cc1)C(=O)Cn1[nH]c(=O)c2ccccc2c1=O
    -3%, -3%, -3%, i, -1%, 26, -3%, -2%, 1%
> O=C(COc1ccccc1[N+](=O)[O-])N1CCN(C(=O)c2ccco2)CC1
    11%, 13%, ?, i, -16%, -5, 0%, -2%, -23%
> CCOc1ccc(C(c2c(C)[nH][nH]c2=O)c2c(C)[nH][nH]c2=O)cc1OC
    0%, -14%, 10%, i, 30%, -24, 6%, 0%, -2%
> Cn1c(SCc2cc(=O)[nH]c3ccccc23)nnc1-c1ccc(Br)cc1
    6%, 13%, 7%, ?, 13%, -3, 9%, -9%, ?

Assay outcomes deposited in PubChem by National Center for Advancing Translational Sciences (NCATS).
